Screening data from PubChem.
Vif-APOBEC3G blk – Vif-A3G binding inhibition; Q9HC16; HeLa A3G-eYFP + Vif (tagged APOBEC3G with the HIV-1 protein that degrades it), YFP fluorescence, overnight; Potency, µM (top dose mostly 46.1 µM), for the others: top-dose activity, negative = active, hits mostly inhibitors; actives 0.076% (n = 410,000); AID 602310;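 also: potency is read from the fitted curve at half-maximal effect; % is scaled to controls: 0 for no effect and ±100 for the full control effect; nearly all actives have a fitted effect of over 60% in size; hits raise eYFP signal because A3G escapes Vif-driven loss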
Target sequence (Q9HC16 whole entry, looked up): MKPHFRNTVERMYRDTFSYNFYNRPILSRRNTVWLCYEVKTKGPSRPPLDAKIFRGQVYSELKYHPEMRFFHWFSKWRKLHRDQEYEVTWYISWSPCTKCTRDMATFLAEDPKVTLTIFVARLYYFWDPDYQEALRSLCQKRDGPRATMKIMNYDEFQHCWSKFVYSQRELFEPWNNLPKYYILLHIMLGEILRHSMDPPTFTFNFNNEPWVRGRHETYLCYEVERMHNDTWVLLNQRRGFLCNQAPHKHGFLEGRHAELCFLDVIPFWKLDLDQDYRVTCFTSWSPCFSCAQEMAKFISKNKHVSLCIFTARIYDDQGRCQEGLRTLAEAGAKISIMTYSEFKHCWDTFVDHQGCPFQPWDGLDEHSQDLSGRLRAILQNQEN
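Read-out is eYFP fluorescence (Ex 488/Em 500-530) from Vif-expressing HeLa A3G-eYFP cells; more signal means A3G escaped Vif-mediated degradation. Cells plated overnight, compound pinned in, incubated overnight at 37 deg C.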
D2 agonist – D2 dopamine receptor (human) agonism; P14416; HEK293 T-REx D2 cells, calcium flux agonist mode; activation, % at 2 µM; actives 0.53% (n = 340,000);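 active = activation over 3 SD above normal in the single-dose calcium agonist read, cut at about 30% in these data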; also: 0% is about no effect
Target sequence (P14416 whole entry, looked up): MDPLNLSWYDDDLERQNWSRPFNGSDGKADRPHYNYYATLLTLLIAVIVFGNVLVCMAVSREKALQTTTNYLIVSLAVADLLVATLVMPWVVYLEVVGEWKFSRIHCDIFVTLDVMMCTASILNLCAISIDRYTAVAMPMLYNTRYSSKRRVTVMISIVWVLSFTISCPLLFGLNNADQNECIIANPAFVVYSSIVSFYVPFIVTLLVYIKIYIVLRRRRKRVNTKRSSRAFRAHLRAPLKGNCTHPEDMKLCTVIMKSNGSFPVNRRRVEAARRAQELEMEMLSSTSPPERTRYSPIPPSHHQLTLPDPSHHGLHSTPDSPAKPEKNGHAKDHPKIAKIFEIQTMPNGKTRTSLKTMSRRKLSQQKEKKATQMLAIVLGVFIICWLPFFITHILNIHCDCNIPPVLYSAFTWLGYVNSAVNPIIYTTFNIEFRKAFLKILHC
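Agonism scored from kinetic calcium signal (1 read/sec, 180 s) following compound pin transfer, after a 10 s baseline. Cells: HEK293 Trex line expressing inducible D2 receptor coupled to calcium, dye-loaded after overnight culture at 30 C.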
LDHA block – LDHA (human) enzyme inhibition | P00338 | purified LDHA, NADH/diaphorase-resazurin fluorescence; stronger effect = lower value | activity change, % (values are at about 110 or 230 µM) | actives 0.15% (n = 480,000); in the data active = activity change below about -30%; inconclusive = mostly about -25% to -30%;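 also: plate controls were DMSO wells for no effect and wells without enzyme for full effect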
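Resorufin fluorescence (ex540/em590), read at 0 and 20 min after diaphorase/resazurin addition, reports the NADH left after a 5 min room-temperature reaction of 2 nM human LDH5 with 0.06 mM NADH and 0.2 mM pyruvate.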
Vif-A3F inh – blocks the Vif interaction with APOBEC3F; actives 0.2% (n = 390,000); HeLa A3F-eYFP + Vif (tagged APOBEC3F with the HIV-1 protein that degrades it), YFP fluorescence increase; AID 602313; Potency, µM (titrated, usually from 46.1 µM), for the others: top-dose activity, negative = active; also: potency is read from the fitted curve at half-maximal effect; % of control where 0% means no effect; nearly all actives have a fitted effect of over 65% in size
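HeLa cells stably expressing A3F-eYFP plus Vif, plated and incubated overnight at 37 deg C, then exposed to compounds overnight at 37 deg C. Blocked degradation read as raised yellow fluorescence (Ex 488/Em 500-530).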
ERG-DNA inh – inhibitors of human ERG Ets domain-DNA interaction. P11308. fluorescence polarization, His-ERG Ets domain / labelled DNA. Potency, µM (titrated, usually from 76.9 µM), inactives show at the top dose FP activity, negative = inhibition, usual class: inhibitors. actives 0.028% (n = 370,000); active = well fitted inhibition curve with a large enough effect in the polarisation, with a control signal flat; inconclusive = small, poorly fitted or top-dose-only effect, or effect the other way, or a change in a side signal; inactive = no such curve, though single readings can be large or run the other way; the % refers to the polarisation;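 also: polarization taken with two DNA probes labelled with fluorescein and Texas red; potency is read from the fitted curve at half-maximal effect; % of control where 0% means no effect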
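His-tagged ERG Ets domain (1 uM in the protein solution; 300mM KCl, 50mM Tris-HCl, 1mM EDTA, 1mM DTT, pH 7.5) received compound, then a probe mix of 5 nM fluorescein-DNA and 100nM Texas-615-DNA. Fluorescence polarization was read for both dyes.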
Glioma ERSR ind – induces the endoplasmic reticulum stress response in human glioma cells; U87-MG GRP78 promoter luciferase reporter, 16 h; Potency, µM, without a hit: top-dose activation, usual class: activators; actives 0.02% (n = 420,000); AID 602332; also: potency is read from the fitted curve at half-maximal effect; series mostly up to about 76 µM; % of control where 0% means no effect; nearly all actives have a fitted effect of over 35% in size
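ERSR induction read as luciferase luminescence (Bright-Glo, 10 min at room temperature) in stably transfected human U87-MG glioma cells exposed to compounds for 16 h, using GRP78 as sensor.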
RGS4 inhibitor – blocks human RGS4-accelerated GTP hydrolysis; P49798; Transcreener GDP fluorescence polarization, RGS4-accelerated GTP hydrolysis; Potency, µM (series often up to 114 µM), for inactives: top-dose activity change, negative = inhibition, hits mostly inhibitors; actives 0.039% (n = 390,000); also: potency is read from the fitted curve at half-maximal effect; % is scaled to controls: 0 for no effect and ±100 for the full control effect; nearly all actives have a fitted effect of over 75% in size; some results filed as inactive show a strong effect at the top dose
Target sequence (P49798 whole entry, looked up): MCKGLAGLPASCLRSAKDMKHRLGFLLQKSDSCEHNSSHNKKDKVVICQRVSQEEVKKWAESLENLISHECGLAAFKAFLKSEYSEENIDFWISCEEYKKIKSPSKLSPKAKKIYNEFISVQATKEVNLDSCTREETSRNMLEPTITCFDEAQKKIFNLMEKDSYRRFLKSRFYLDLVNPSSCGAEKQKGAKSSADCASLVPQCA
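MLSMR compounds (23 nl, pin-transferred) preincubated 10 min at room temperature with a 500nM (2x) first reagent, then RGS4 at 900nM (2x) plus Transcreener GDP mix added; fluorescence polarization (620/688 nm) read before and after 90 min at 30 °C.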
ALOX12 inh – ALOX12 (human) lipoxygenase inhibition | P18054 | purified 12hLO, xylenol orange hydroperoxide absorbance | Potency, µM (highest dose often 108 µM), for the others: at the top dose activity change, negative = inhibition, usual class: inhibitors | actives 1.1% (n = 580,000); also: potency is read from the fitted curve at half-maximal effect; % is scaled to controls: 0 for no effect and ±100 for the full control effect
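Purified human 12hLO at 150 nM in 25 mM Hepes, 0.01% Triton X-100, pH 7.0, preincubated 15 min at room temperature with compound. Reaction started with 40 uM arachidonic acid, 30 min at room temperature. Hydroperoxide measured by Fe-xylenol orange, 573/405 nm absorbance ratio.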
D2 antag – D2 dopamine receptor (human) antagonism | actives 2% (n = 340,000) | P14416 | inhibition, % at 10 µM | HEK293 TREx D2 cells, calcium flux, dopamine EC80 | AID 485344; in the data active = inhibition above about 30%; also: 0% is about no effect
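Overnight-induced (tetracycline, 30 C) HEK293 T-REx cells carrying force-coupled D2 receive a no-wash calcium dye, then compound, then EC80 dopamine at 180 s; signals are read kinetically throughout.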
* marks the source's active call; other numbers are inactive results; i = inactive; ? = inconclusive; . = not tested or not shown; & = joins results of further samples; [ ] = another dose, or the depositor's remark. Unless noted, calls follow the shape of the dose curve; as a rule, active = well fitted curve in the direction sought with a large enough effect; inconclusive = small, poorly fitted or top-dose-only effect, or another doubt; inactive = no such curve, though single readings can be large; an effect the other way counts as inactive or inconclusive. Only part of the results is shown, so the mix of outcomes need not match the whole.

Values run as follows: ALOX12 inh	D2 agonist	Glioma ERSR ind	Vif-APOBEC3G blk	Vif-A3F inh	D2 antag	ERG-DNA inh	RGS4 inhibitor	LDHA block
CCC(C)NC(=O)c1cnn2c(C)c3c(nc12)CCCC3 (stereo not given)
    -12%	-1.6	1%	1%	0%	14	17%	-26%	13
O=C(CSc1nnc(-c2cccs2)n1Cc1ccccc1)N1CCc2ccccc2C1
    0%	-0.3	-6%	-5%	-1%	2	4%	-13%	1
Cc1nccn1CC(O)COc1ccc([N+](=O)[O-])cc1 (stereo not given)
    9%	-0.6	-3%	0%	10%	10	3%	4%[56.9 µM]	-6
O=C(COc1ccc2c(c1)C(=O)CC1(CCCCC1)O2)NCc1ccccn1
    5%	0.2	4%	2%	-2%	3	0%	-15%	-3
CC(C)N1CCN(CC#Cc2ccccc2)CC1CCO (stereo not given)
    -10%	-0.1	0%	-9%	-4%	3	1%	-14%	3
Cc1ccc(S(=O)(=O)NC(CC(C)C)C(=O)N2CCCC2)cc1 (stereo not given)
    3%	0.1	-5%	2%	2%	11	5%	-12%	-10
CCn1cc(C2=NC(C)CO2)c2ccccc21 (stereo not given)
    9%	0.9	3%	-1%	-12%	-1	-8%	30%	1
CC1C(=O)Nc2ccc(S(=O)(=O)N3CCc4ccccc4C3)cc2NC1=O (stereo not given)
    -26%	0.0	-5%	0%	0%	16	-3%	-11%	-2
CCOC(=O)N1CCN(c2cc3[nH]c(=S)[nH]c3cc2F)CC1
    ?	.	-5%	0%	-3%	.	0%	-20%	-2
O=C(O)CCn1c(SCCOc2ccccc2)nc2ccccc21
    14%	.	3%	0%	15%	.	-8%	6%	-19
NS(=O)(=O)c1cc2c(cc1Cl)NC(CSCc1ccccc1)=NS2(=O)=O
    ?	-3.0	-3%&-6%&-5%	-1%	-6%	18	0%	-1%	-10
O=c1cc(N2CCCCC2)c(-c2ccccc2)nn1Cc1c(Cl)cccc1Cl
    ?	0.3	-9%	-16%	-19%	32*	6%	-23%[11.4 µM]	1
CC1(C)CC(=O)C2=C(C1)N(Cc1cccnc1)C(=O)C2(NC(=O)c1ccc(F)cc1)C(F)(F)F (stereo not given)
    2%	-1.7	-1%	-12%	3%	5	0%	28%	0
Cc1cc(C)c(C(=O)CN2C(=O)NC3(CCCCCC3)C2=O)cc1C
    -6%	0.0	9%	0%	-9%	-1	-3%	1%	-11
c1csc(CNc2nc(-c3cccs3)nc3ccccc23)c1
    0%	0.2	-1%	-21%	-13%	-2	-1%	0%	-7
Cc1cc2ncn(C(=O)c3c(-c4ccccc4Cl)noc3C)c2cc1C
    0%	2.2	-5%	1%	0%	5	4%	-5%	-1
Cc1nc(C)c(C(=O)C2=C(O)C(=O)N(CCN3CCOCC3)C2c2cccs2)s1 (stereo not given)
    -4%	0.7	-5%	0%	7%	-15	-3%	-5%	-1
CC(C)n1c(-c2cccnc2)nc2cnccc21
    ?	0.7	-5%	2%	1%	-16	4%	-3%	-6
Cc1cccc(NC(=O)COC(=O)c2ccc([N+](=O)[O-])o2)c1C
    -1%	-2.2	9%	-4%	5%	-19	-7%	7%	2
COc1ccc(NC(=O)c2cccc(S(=O)(=O)N3CCc4ccccc43)c2)c(OC)c1
    13%	.	-2%	2%	-5%	.	.	.	1
CC(C)(C)OC(=O)N(Cc1ccccc1)Cc1ccc(OCc2cccc(NC(=O)c3ccccc3)c2)cc1
    -8%	.	-1%	-1%	3%	.	3%	8%	-2
CC1CC(C)CN(C(=O)C2CC(=O)N(c3ccc(F)cc3)C2)C1 (stereo not given)
    3%	-0.8	-4%	0%	-6%	13	1%	10%	0
O=C(CCN1C(=O)C2CCCCC2C1=O)N1CCN(S(=O)(=O)c2ccccc2)CC1 (stereo not given)
    6%	-1.6	-4%	-5%	1%	-6	8%	22%	-2
CCn1c2ccccc2c2nnc(N3CCN(c4cccc(Cl)c4)CC3)nc21
    -1%	0.4	-4%	0%	-21%	.	-1%	3%	-8
NC(=O)c1cc([N+](=O)[O-])ccc1NCc1cccnc1
    5%	0.7	-2%	3%	-10%	-13	-10%	-42%	-9
CCc1ccc(CN2CCC(N3CCC(C(=O)N4CCCC4)CC3)CC2)o1
    50%[activator]	-0.2	0%	-1%	3%	-8	0%	16%	-4
CC1CCCCC1NC(=O)CSc1nnc(COc2ccccc2Cl)o1 (stereo not given)
    5%	1.0	-1%	2%	-2%	9	1%	-4%	-1
COc1ccc(CCNC(=O)c2cc(COc3c(F)cccc3F)on2)c(OC)c1
    i	0.7	3%	-1%	-3%	-12	-18%	-28%	3
Cc1cc(C(=O)NCC(=O)OCC(=O)N2CCCCCC2)ccc1[N+](=O)[O-]
    -15%	1.0	-1%	0%	-13%	9	-4%	-16%	0
O=C(O)Cc1c[nH]c2ccccc12
    ?	.	-1%	-5%	7%	.	6%	16%	-5&0

D2 antag: hit marks shown above.
| SMILES | ALOX12 inh | Glioma ERSR ind | Vif-APOBEC3G blk | Vif-A3F inh | D2 antag | ERG-DNA inh | RGS4 inhibitor | LDHA block |
| --- | --- | --- | --- | --- | --- | --- | --- | --- |
| O=c1cc(N2CCCCC2)c(-c2ccccc2)nn1Cc1c(Cl)cccc1Cl | ? | -9% | -16% | -19% | 32* | 6% | -23%[11.4 µM] | 1 |

Carrying on.
Values run as follows: ALOX12 inh	D2 agonist	Glioma ERSR ind	Vif-APOBEC3G blk	Vif-A3F inh	D2 antag	ERG-DNA inh	RGS4 inhibitor	LDHA block
COc1ccc(Cl)cc1NC(=O)CN(C)C(=O)c1cc(C)oc1C
    24%	0.0	-7%	-2%	-7%	-3	2%	3%	-5
Fc1ccccc1Cc1ccc(Cl)nn1
    6%	0.8	2%	0%	-1%	2	-7%	-34%	0
Cc1ccc(S(=O)(=O)N2CCCCC2)cc1NC(=O)c1ccccc1Cl
    57%[activator]	.	1%	-4%	-3%	.	8%	22%	-1
CC(=O)N[C@@H](C)C(=O)N1CCC(n2nccc2NC(=O)CCCc2ccccc2)CC1
    0%	0.6	2%	-4%	-2%	-11	-2%	12%	-1
CCN(C(=O)CSc1nnc(-c2ccncc2)o1)c1ccccc1
    24%	0.6	7%	-5%	-9%	7	3%	49%	-5
COc1ccc(C(=O)Nc2ccccc2C(=O)N(Cc2ccco2)C(C(N)=O)C(C)C)cc1 (stereo not given)
    -3%	0.5	-1%	-2%	-2%	-6	2%	-19%	-2
O=C(NCCc1ccc(F)cc1)c1ccc2c(=O)n3c(nc2c1)CCC3
    -23%	-0.8	-2%	-8%	1%	-18	15%	3%	-4
CC1(NC(=S)Nc2ccc3ccccc3c2)CCS(=O)(=O)C1 (stereo not given)
    16%	0.9	2%	-3%	0%	37*	8%	-40%	2
CC(OC(=O)c1cccnc1Cl)C(=O)Nc1ccc2c(c1)OCCO2 (stereo not given)
    0%	1.6	1%	6%	-17%	-6	-3%	25%[11.4 µM]	-5
Cc1ccc(C)c(CN2CCCN(C(=O)Cn3ncc4c3-c3ccccc3OC4)C2)c1
    95%	0.5	-1%	0%	2%	-28	-7%	11%	-1

By substructure: the compounds so far with an aryl thioether with sulfur outside any ring (four)
Values run as follows: ALOX12 inh	D2 agonist	Glioma ERSR ind	Vif-APOBEC3G blk	Vif-A3F inh	D2 antag	ERG-DNA inh	RGS4 inhibitor	LDHA block
O=C(CSc1nnc(-c2cccs2)n1Cc1ccccc1)N1CCc2ccccc2C1
    0%	-0.3	-6%	-5%	-1%	2	4%	-13%	1
O=C(O)CCn1c(SCCOc2ccccc2)nc2ccccc21
    14%	.	3%	0%	15%	.	-8%	6%	-19
CC1CCCCC1NC(=O)CSc1nnc(COc2ccccc2Cl)o1 (stereo not given)
    5%	1.0	-1%	2%	-2%	9	1%	-4%	-1
CCN(C(=O)CSc1nnc(-c2ccncc2)o1)c1ccccc1
    24%	0.6	7%	-5%	-9%	7	3%	49%	-5

More compounds follow:
Values run as follows: ALOX12 inh	D2 agonist	Glioma ERSR ind	Vif-APOBEC3G blk	Vif-A3F inh	D2 antag	ERG-DNA inh	RGS4 inhibitor	LDHA block
CCOc1ccc(N(CC(=O)Nc2ccccc2C(=O)NCc2ccco2)S(C)(=O)=O)cc1
    20%	-1.0	-2%	0%	-3%	-6	-16%	-18%	-7
CC(C)N1CCC(N2CCN(C/C=C/c3ccccc3)CC2CCO)CC1 (stereo not given)
    .	1.9	-2%	0%	3%	-1	1%	-1%	-3
O=C(N/N=C/c1ccc(OC(F)F)cc1OC(F)F)c1cccc(S(=O)(=O)N2CCOCC2)c1
    -1%	0.6	-5%	-4%	-8%	-26	-6%	30%	-11
COc1ccc2oc(C(=O)Nc3ccc(N4CCOCC4)cc3)c(C)c2c1
    ?	-0.4	1%	0%	1%	-6	-7%	-10%	2
CCc1ccccc1S(=O)(=O)c1c(C)cc(C)nc1Cl
    5%	-0.7	-4%	1%	9%	14	1%	-5%	-2
O=C(Nc1ccccc1)Nc1ccccc1C(=O)NCc1ccco1
    17%	-0.5	-4%	-6%	-3%	-6	.	6%	-10
Cc1cc(C(=O)N2CCCC(N3CCN(c4cccc(Cl)c4)CC3)C2)nn1C (stereo not given)
    3%	1.4	-1%	2%	-23%	-4	14%	-14%	-1
COC(=O)c1sc(S(=O)(=O)Nc2ccc(C)c(C)c2)c(C(=O)OC)c1C
    -2%	-1.7	1%	-9%	-10%	0	11%	-10%	2
